TAAR1 antagonist: antagonists of human TAAR1; Q96RJ0; CHO RD-HGA16 TAAR1, Fluo-8 calcium fluorescence, antagonist; inhibition, % at 3 µM; hit rate 1.5% among 360,000; AID 624466;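 active means inhibition above a per-plate cutoff, the mean inhibition of test compounds on that plate plus 3 SD, cut at about 49% in these data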;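 further: 0% = DMSO plus EC80 beta-PEA response and 100% = DMSO alone without agonist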
Target sequence (Q96RJ0 whole entry, looked up): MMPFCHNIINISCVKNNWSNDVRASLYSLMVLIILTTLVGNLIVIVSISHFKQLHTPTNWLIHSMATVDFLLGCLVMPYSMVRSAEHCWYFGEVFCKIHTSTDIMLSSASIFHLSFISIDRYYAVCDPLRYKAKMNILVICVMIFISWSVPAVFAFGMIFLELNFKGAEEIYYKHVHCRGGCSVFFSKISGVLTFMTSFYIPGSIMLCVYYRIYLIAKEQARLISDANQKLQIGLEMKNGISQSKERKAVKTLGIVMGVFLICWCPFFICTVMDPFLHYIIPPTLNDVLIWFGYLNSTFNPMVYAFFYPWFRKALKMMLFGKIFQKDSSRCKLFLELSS
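test system = CHO RD-HGA16 cells bearing hTAAR1 | replication = singlicate | controls = DMSO-only wells and EC80 β-PEA-stimulated wells | reagent = EC80 β-phenethylamine stimulus | read-out basis = percent inhibition of PEA-evoked calcium signal, max/basal emission ratio | schedule = seeding 17-24 h prior, 75-min 37 °C, 30-min RT dye loading | signal = kinetic Fluo-8 calcium fluorescence measurement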
M1 antag: antagonists of human M1 muscarinic receptor. P11229. hit rate 1.3% among 360,000. inhibition, % at 3 µM. CHO-K1 hM1, Fluo-8 calcium fluorescence, ACh EC80 antagonist;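 active means percent inhibition above its own plate's cutoff, namely the mean of that plate's compound wells plus 3 SD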;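 further: peak over basal fluorescence ratio during 140 s after agonist addition; 0% = ACh EC80 plus DMSO and 100% = DMSO alone without agonist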
Target sequence (P11229 whole entry, looked up): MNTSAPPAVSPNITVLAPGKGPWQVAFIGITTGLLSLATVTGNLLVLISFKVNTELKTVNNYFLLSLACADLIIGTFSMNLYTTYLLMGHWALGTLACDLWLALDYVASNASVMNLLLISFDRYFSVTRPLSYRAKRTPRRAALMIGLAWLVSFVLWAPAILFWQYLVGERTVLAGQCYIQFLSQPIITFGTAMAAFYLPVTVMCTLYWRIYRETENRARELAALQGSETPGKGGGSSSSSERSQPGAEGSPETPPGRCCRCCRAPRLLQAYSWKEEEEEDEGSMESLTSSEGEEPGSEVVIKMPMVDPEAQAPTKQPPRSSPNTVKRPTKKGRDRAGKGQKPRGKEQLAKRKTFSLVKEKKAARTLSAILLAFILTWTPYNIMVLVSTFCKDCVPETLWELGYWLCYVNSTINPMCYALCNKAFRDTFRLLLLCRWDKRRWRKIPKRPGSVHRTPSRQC
M1 PAM: potentiates human M1 receptor response to acetylcholine. P11229. CHO-K1 hM1, Fluo-8 calcium fluorescence, ACh EC20; 0% = ACh EC20, 100% = maximal ACh. activation, % at 3 µM. hit rate 0.088% among 360,000. AID 588819; in the data active means activation above about 19%, passing the limit was not always enough
M1 PAM parental: nonselective activator or artifact in parental CHO-K1 calcium assay. ATP EC20, Fluo-8 calcium fluorescence; 0% at ATP EC20, 100% at ATP max. activation, % at 3 µM. hit rate 0.02% among 360,000;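 active means activation above the run cutoff, the mean activation of all test compounds plus 3 SD, cut at about 40% in these data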;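 further: peak over basal fluorescence ratio in a 140 s read after ATP addition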
CHRM1 agonist: human M1 muscarinic receptor agonism. P11229. activation, % at 3 µM. hit rate 0.33% among 360,000. CHO-K1 hM1, Fluo-8 calcium fluorescence, agonist mode; 0% DMSO, 100% acetylcholine EC100;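 active means activation above the run's mean compound activation plus 3 SD, cut at about 16% in these data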;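 further: peak over basal fluorescence ratio within a 140 s kinetic read after compound addition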
TAAR1 ag: agonists of human TAAR1; Q96RJ0; CHO RD-HGA16 TAAR1, Fluo-8 calcium fluorescence; vehicle wells 0%, saturating PEA agonist 100%; activation, % at 3 µM; hit rate 0.99% among 360,000; AID 624467;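 active means activation above the mean activation of all test compounds in the run plus 3 SD, cut at about 38% in these data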
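System: CHO RD-HGA16 cells carrying human TAAR1 plus Gα16; Incubation: 17-24 h seeding, 75 min 37 °C dye, 30 min RT; Measured by: Fluo-8 fluorescence, 5 s baseline then 140 s kinetic read; Control set: DMSO and PEA EC100; Replication: single well for each compound.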
CHO-K1 Ca ag: counter-screen for M1 agonists: effect in parental CHO-K1 cells | Fluo-8 calcium fluorescence; scaled to maximal ATP response, vehicle zero | activation, % at 3 µM | hit rate 0.48% among 360,000; in the data active means activation above about 15%;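 further: untransfected CHO-K1 host cells lacking M1 receptor as counterscreen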
CHO-K1 Ca antag: M1 antagonist counterscreen hit in parental CHO-K1 cells. hit rate 0.6% among 360,000. ATP-induced calcium, Fluo-8 fluorescence. inhibition, % at 3 µM;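 active means inhibition above a per-plate cutoff, the plate's mean sample inhibition plus 3 SD, cut at about 24% in these data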;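 further: 0% = DMSO plus EC80 ATP and 100% = DMSO alone without ATP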
CHO parental Ca: counter-screen: ATP calcium response change in parental CHO cells; AID 463079; parental CHO-K1, ATP-induced calcium, Fluo-8 fluorescence; hit rate 0.63% among 330,000; inhibition, % at 5.6 µM;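 active means inhibition above that plate's mean sample inhibition plus 3 SD, cut at about 26% in these data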;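 further: 0% = ATP-challenged DMSO wells and 100% = DMSO wells without ATP; some compounds past the cut are filed as inactive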
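Assay system – parental CHO cells · Reagent – ATP stimulus · Detection – intracellular calcium via Fluo-8 no-wash fluorescent dye · Evaluation – percent inhibition of ATP-evoked calcium rise, normalized to controls · Controls – ATP wells versus no-ATP DMSO wells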
Active calls of the source: *; . = no result given.

SMILES	TAAR1 antagonist	M1 antag	M1 PAM	M1 PAM parental	CHRM1 agonist	TAAR1 ag	CHO-K1 Ca ag	CHO-K1 Ca antag	CHO parental Ca
CC1=CC(C)(C)n2c(O)c(C3=NC(=S)NC3=O)c3cc(OC(=O)c4cccc5ccccc45)cc1c32	24	-9	9	20	0	4	0.4	-14	-18
CCCSc1nc2[nH]ncc2c(=O)[nH]1	2	-5	1	7	-3	0	-0.2	7	1
O=C1Nc2ccccc2S/C1=C/c1cccs1	-17	-14	12	26	-2	-2	1.9	-12	-8
CCOc1ccc(C(=O)Nc2ccc(S(=O)(=O)Nc3cc(C)on3)cc2)cc1	-9	0	-1	11	-4	-3	1.1	-7	0
O=C(Nc1ccc(S(=O)(=O)N2CCOCC2)cc1)c1ccc(Cl)cc1	-1	-8	4	10	-1	3	3.7	-3	6
O=C(CSc1nnc(C2CC2)n1-c1ccccc1)NCCN1C(=O)CSC1=O	-9	-12	12	13	0	2	1.8	-8	7
Cc1onc(-c2ccccc2)c1C(=O)N/N=C/C=C/c1ccccc1	-49	-10	2	5	-5	0	1.3	-14	-1
Cc1cc(C)c2[nH]c(C)c(CN3CCCCCC3)c(=O)c2c1	-20	14	-15	0	-11	4	0.4	-8	-13
COc1ccc(-c2cc(-c3nnc(-c4ccncc4)o3)c3ccccc3n2)cc1	-9	0	0	21	-7	3	0.6	-8	-10
O=C(Cn1cnc2ccccc2c1=O)NNC(=O)c1ccccc1	-12	-27	20	11	2	1	1.2	-5	-6
O=C(CSc1n[nH]c(-c2ccncc2)n1)Nc1ccccc1C(F)(F)F	9	9	0	-20	-1	1	-0.3	-6	-2
O=C(CN(c1ccccc1)S(=O)(=O)c1ccccc1)Nc1ccccc1C(=O)NCc1ccco1	24	4	-7	12	8	3	2.5	-2	-18
CS/C(=N\S(=O)(=O)c1cccs1)Nc1cccc(Cl)c1C	0	-6	4	25	-11	1	0.6	-12	4
CCCCNC(=O)[C@]1(C)CCC[C@@]2(C)C3CC[C@@]4(C)C[C@]3(CCC21)CC4=O (stereo not given in full)	14	26	-7	-9	-1	13	0.3	-7	-22
Oc1cccc2c3c(oc12)CCCC3	-12	-14	11	-15	-5	3	0.1	6	10
CCOC(=O)[C@]12CCC=C1N(Cc1ccc3c(c1)OCO3)C(=O)[C@H](CC(=O)NCc1cccs1)C2	-33	.	.	5	.	-1	0.9	-24	.
C=CCOc1ccccc1CNc1ccc2[nH]c(=O)[nH]c2c1	10	1	8	19	-7	10	1.1	-5	-4
COc1ccccc1CNC(=O)CS(=O)Cc1nc(-c2ccccc2C)oc1C (stereo not given)	3	0	11	-6	-1	-1	0.5	-3	-15
CN(C)S(=O)(=O)N1CCC(Oc2ccc(C(=O)NC3CCCCC3)cc2)CC1	11	32	3	11	-2	7	3.6	-10	-10
CC(=O)Nc1ccc(N(C(=O)Cc2cccs2)C(C(=O)NC2CCCC2)c2ccncc2)cc1 (stereo not given)	1	-4	4	15	-3	-1	0.6	-12	-10
CCN(C(=O)COC(=O)/C=C/c1cccc(Cl)c1)c1c(N)n(Cc2ccccc2)c(=O)[nH]c1=O	-1	-2	1	-2	-2	-1	0.2	2	-6
C=CCn1cc(-c2cccc(C(F)(F)F)c2)cc(C#N)c1=O	-1	0	3	15	-6	0	-0.7	-3	-10
COc1ccc([C@@H]2CC(=O)c3c(O)cc(O[C@@H]4OC(CO[C@@H]5OC(C)[C@H](O)[C@H](O)C5O)[C@@H](O)[C@@H](O)C4O)cc3O2)cc1O (stereo not given in full)	-10	-11	2	6	-1	1	-0.1	21	-1
O=C(O)CCS(=O)(=O)Cc1ccccc1F	9	-15	8	20	-5	3	0.7	-18	-2
COc1ccc(S(=O)(=O)N2CCN(C(=O)CCc3c[nH]c4ccccc34)CC2)cc1	-27	-2	5	18	-2	6	2.0	-8	-6
O=C(CCNC(=O)N1CC(=O)Nc2ccccc21)NCc1cccc(C(F)(F)F)c1	14	-6	1	14	-5	2	0.4	-5	.
COCCNC(=O)CN(Cc1ccccc1)S(=O)(=O)c1ccc2nc(C)sc2c1	-6	-7	0	-16	-3	-1	-0.1	11	-6
Cc1ccc(S(=O)(=O)n2cnc(C)c2)cc1	-24	-3	11	2	1	-1	-0.1	-4	-4
CC(=O)c1ccc(NC(=S)NC(NC(=O)c2ccco2)C(Cl)(Cl)Cl)cc1 (stereo not given)	43	-6	10	8	17*	96*	5.1	-14	-12
CC1CCCN(S(=O)(=O)c2ccc(C(=O)Nc3nnc(-c4ccccc4Cl)o3)cc2)C1 (stereo not given)	-3	5	-7	-2	-3	7	-0.1	2	-11
CCOC(=O)C1=C(N)OC2=C(C(=O)CC(C)(C)C2)C1c1ccccc1OCC#N (stereo not given)	8	-5	8	17	-4	20	0.7	-7	-9
O=C(O)c1ccc(CSc2nc3ccc(N4C(=O)C5C6C=CC(C6)C5C4=O)cc3s2)cc1 (stereo not given)	3	0	3	19	-3	3	2.0	-4	-9
COC(CNC(=O)c1ccc2c(c1)ncn2-c1ccc(C)cc1C)OC	3	-5	9	-2	-5	1	18*	-1	-8
CCOc1cc(S(=O)(=O)n2ccnc2)ccc1Br	19	3	4	32	-9	3	1.0	-3	-7
CCN1CCN(S(=O)(=O)Cc2ccccc2)CC1	8	1	0	2	-5	-2	0.0	-6	-4
CCOC(=O)c1sc(NC(=O)C(C)(C)C)cc1C	-18	-5	5	19	-7	-3	0.1	-1	-17
CCOC(=O)c1ccc(NC(=O)c2ccc(OC(C)C)c(OC)c2)cc1	0	13	-3	15	-5	3	3.7	-13	-13
O=C(NCc1ccco1)c1ccc(Cl)nc1	-23	-13	9	12	-1	1	1.1	-3	5
COC(=O)c1cc([N+](=O)[O-])ccc1N1CCN(Cc2ccccc2)CC1	-11	-6	0	12	-8	-2	0.2	-2	-13
CC(C)NC(=O)Nc1cccc2c1O[C@H](CN(C)C(=O)Nc1ccccc1)[C@@H](C)CN([C@H](C)CO)C2=O	18	8	-6	10	-5	14	1.1	-15	-10
Cc1cccc(C(=O)NC2CCN(C(=O)Nc3ccccc3C)CC2)c1	-14	-12	8	10	-5	6	0.1	-10	2
CC(Oc1ccc(Cl)cc1Cl)C(=O)Nn1cnnc1 (stereo not given)	8	6	3	-8	-3	8	-0.4	14	6
CCN(CC)S(=O)(=O)c1ccc(Cl)c(NC(=O)COC(=O)c2ccc(O)cc2)c1	2	6	-5	6	0	8	13	-11	-5
CC(=O)NCCc1nc2cc(NS(=O)(=O)c3ccccc3)ccc2n1C	-17	-6	4	22	-3	3	0.0	-16	3
Nc1ncc(-c2ccccc2)c(-c2ccc(O)cc2O)n1	-2	-8	10	7	-3	10	2.6	-3	-11

Pulled one by one from the list above (5):
SMILES	TAAR1 antagonist	M1 antag	M1 PAM	M1 PAM parental	CHRM1 agonist	TAAR1 ag	CHO-K1 Ca ag	CHO-K1 Ca antag	CHO parental Ca
CCOC(=O)c1ccc(NC(=O)c2ccc(OC(C)C)c(OC)c2)cc1	0	13	-3	15	-5	3	3.7	-13	-13
Nc1ncc(-c2ccccc2)c(-c2ccc(O)cc2O)n1	-2	-8	10	7	-3	10	2.6	-3	-11
COC(CNC(=O)c1ccc2c(c1)ncn2-c1ccc(C)cc1C)OC	3	-5	9	-2	-5	1	18*	-1	-8
CCOc1cc(S(=O)(=O)n2ccnc2)ccc1Br	19	3	4	32	-9	3	1.0	-3	-7
CC(Oc1ccc(Cl)cc1Cl)C(=O)Nn1cnnc1 (stereo not given)	8	6	3	-8	-3	8	-0.4	14	6

Later entries
SMILES	TAAR1 antagonist	M1 antag	M1 PAM	M1 PAM parental	CHRM1 agonist	TAAR1 ag	CHO-K1 Ca ag	CHO-K1 Ca antag	CHO parental Ca
CC1CCc2cc(F)ccc2N1C(=O)c1ccncc1 (stereo not given)	2	4	3	16	-2	3	0.0	2	-9
COc1ccc(/C=C/C(=O)OCC(=O)NC(C)CCc2ccccc2)cc1OC (stereo not given)	16	-4	3	12	-5	-2	1.4	-15	-21
CCCCC1NC(C(=O)O)CS1 (stereo not given)	-12	24	-2	0	-2	3	0.0	6	-1
CC1(c2ccccc2)NC(=O)N(NC(=O)CSc2n[nH]c(N)n2)C1=O (stereo not given)	-9	-13	3	14	-1	5	0.5	-8	-8
Nc1nc(SCc2cccc([N+](=O)[O-])c2)n[nH]1	-10	-1	2	6	-4	2	-0.1	5	2
CC/C(C)=N/Nc1nc2c(c(=O)[nH]c(=O)n2C)n1CCc1ccccc1	14	-10	-1	3	-4	22	-0.1	3	-20
Clc1ccc(Nc2nc(NCCN3CCOCC3)nc(N3CCOCC3)n2)cc1	.	-36	11	9	-1	.	0.8	-2	-33
Cc1ccc2cn[nH]c2c1NC(N)=S	-2	-6	0	18	-3	4	0.1	-17	-5
CC(C)C[C@H](N)c1nnc(SCc2ccc(Cl)cc2)o1	-12	-5	3	10	3	11	2.0	-7	-19

Quoted from the listing:
CC1CCc2cc(F)ccc2N1C(=O)c1ccncc1 (stereo not given) @ CHO-K1 Ca ag = 0.0
Cc1cc(C)c2[nH]c(C)c(CN3CCCCCC3)c(=O)c2c1 @ TAAR1 antagonist = -20
CN(C)S(=O)(=O)N1CCC(Oc2ccc(C(=O)NC3CCCCC3)cc2)CC1 @ M1 PAM parental = 11
CC(Oc1ccc(Cl)cc1Cl)C(=O)Nn1cnnc1 (stereo not given) @ TAAR1 ag = 8
Nc1nc(SCc2cccc([N+](=O)[O-])c2)n[nH]1 @ CHRM1 agonist = -4

Source: PubChem BioAssay
